Bioassay records deposited in PubChem BioAssay by Johns Hopkins Ion Channel Center.
CHT inh – human CHT choline transport inhibition. Q9GZV3. CHT-expressing cells, membrane potential dye, choline response; active compounds read low. B-score at 10 µM. 310,000 tested, 0.86% active. AID 488975;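 active means B-score over 3 SD under the library average, and starting fluorescence ratio not unusually high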;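 further: choline stimulus applied at its EC90 after an EC20 pre-addition; B-score computed on integrated fluorescence ratio after choline addition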
Target sequence (Q9GZV3 whole entry, looked up): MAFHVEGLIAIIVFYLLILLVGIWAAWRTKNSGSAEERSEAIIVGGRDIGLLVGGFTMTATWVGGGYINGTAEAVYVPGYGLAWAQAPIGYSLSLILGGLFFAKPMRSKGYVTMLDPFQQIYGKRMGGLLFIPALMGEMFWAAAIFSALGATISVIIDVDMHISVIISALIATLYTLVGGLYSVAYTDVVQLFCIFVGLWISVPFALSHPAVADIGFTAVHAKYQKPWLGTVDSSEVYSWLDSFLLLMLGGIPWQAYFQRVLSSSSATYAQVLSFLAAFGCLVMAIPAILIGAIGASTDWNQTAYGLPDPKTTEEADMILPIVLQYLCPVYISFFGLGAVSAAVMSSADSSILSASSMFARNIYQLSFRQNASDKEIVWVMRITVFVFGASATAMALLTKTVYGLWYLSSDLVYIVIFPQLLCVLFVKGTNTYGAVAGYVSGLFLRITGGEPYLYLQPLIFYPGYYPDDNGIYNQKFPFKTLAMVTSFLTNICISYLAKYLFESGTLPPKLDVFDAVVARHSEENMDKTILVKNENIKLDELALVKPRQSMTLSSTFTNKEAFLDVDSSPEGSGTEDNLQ
KCNQ2 block – KCNQ2 channel blockers in CHO-K1 cells – cell-based, FluxOR thallium flux, B-score, primary screen (AID 2156); 310,000 tested, 1.1% active; B-score at 10 µM; 20 min; active compounds read low; O88943;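 active means fluorescence ratio B-score at most minus 3 library SDs, with starting brightness B-score within 2 library SDs, cut at about -5.5 in these data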
Kir21 inh – blocks the mouse Kir2.1 inward-rectifier potassium channel | 310,000 tested, 0.85% active | P35561 | HEK293-Kir2.1, FluxOR thallium flux fluorescence; active compounds read low | B-score at 10 µM | AID 1672;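 active means fluorescence ratio B-score at or below minus 3 SD of library scores, with starting-brightness B-score within 2 SD, cut at about -4.2 in these data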;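 further: channel flux triggered by added potassium and thallium sulfate stimulus; B-score of peak minus minimum fluorescence over baseline after thallium stimulus; more negative B-score means stronger Kir2.1 block with less thallium influx; some compounds called inactive have numbers as strong as hits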
Target sequence (P35561 whole entry, looked up): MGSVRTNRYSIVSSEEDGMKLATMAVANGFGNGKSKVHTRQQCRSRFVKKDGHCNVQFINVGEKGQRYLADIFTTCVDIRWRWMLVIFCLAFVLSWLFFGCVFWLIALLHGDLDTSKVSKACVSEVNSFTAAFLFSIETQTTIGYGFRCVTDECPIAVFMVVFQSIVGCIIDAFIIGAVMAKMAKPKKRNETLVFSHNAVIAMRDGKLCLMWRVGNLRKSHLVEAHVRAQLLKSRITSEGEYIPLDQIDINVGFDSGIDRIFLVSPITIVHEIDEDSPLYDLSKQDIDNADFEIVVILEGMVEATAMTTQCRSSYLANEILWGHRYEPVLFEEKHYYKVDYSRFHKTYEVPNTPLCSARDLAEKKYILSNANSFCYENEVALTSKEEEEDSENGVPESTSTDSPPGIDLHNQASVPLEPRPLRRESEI
The depositor's hits bear a star; i = inactive; · = not tested or not shown.

CHT inh | KCNQ2 block | Kir21 inh | SMILES
i | i | 1.1 | CCOC(=O)c1ccc(NC(=S)Nc2ccccc2)cc1
i | i | 2 | Cc1c(NC(=O)Nc2ccc(Cl)c(Cl)c2)sc(=S)n1C
i | i | -1.2 | Oc1cccc(C(=S)N2CCC(Cc3ccccc3)CC2)c1
i | i | 0.23 | O=C(NCc1nc2ccccc2[nH]1)C1=C[C@@H](c2csc3ccccc23)C[C@@H](OCCCCO)O1
i | i | 0.74 | Cc1nc(Nc2ccc(S(=O)(=O)N3CCCCC3C)cc2)c2nnn(Cc3ccccc3)c2n1 (configuration not stated)
i | i | -0.05 | COCCn1c(-c2ccc(OC)cc2)cnc1SCC(=O)Nc1cc(C)on1
i | i | -0.13 | CCOc1ccc(NS(=O)(=O)c2ccc(NC(=O)c3ccccc3C(=O)O)cc2)cc1
i | i | 1.5 | Cn1c(CNC(=O)c2ccco2)nnc1SCC(=O)Nc1c(F)cc(F)cc1Br
i | i | 0.32 | O=C(O)c1ccc(-n2cncn2)c([N+](=O)[O-])c1
-5.4* | i | 1.1 | O=C(NN1C(=O)/C(=C/c2ccc(O)c([N+](=O)[O-])c2)SC1=S)c1ccccc1Cl
i | i | -1.5 | CCOc1ccc(-n2c(SCc3cc(=O)oc4cc(C)ccc34)nnc2-c2cccnc2)cc1
i | i | 0.03 | Cc1ccc(-c2nn3c(C)nnc3s2)cc1NC(=O)c1ccc(Br)o1
i | i | 1.5 | COC(=O)c1nc2n(n1)C(c1ccc([N+](=O)[O-])cc1)C(C(=O)Nc1ccc(Cl)cc1)=C(C)N2 (configuration not stated)
i | i | -2 | COC(=O)c1cc2oc(C)cc2n1CC(=O)N1CCCc2ccccc21
i | i | 1.3 | Cn1cnc([N+](=O)[O-])c1Nc1cccc(O)c1
i | i | 3.4 | COc1cc(C)ccc1OCCCON1C(=O)CCC1=O
i | i | -1.6 | Cc1cc(N2CC(C)OC(C)C2)nc2ccccc12 (configuration not stated)
i | i | -1 | COc1ccc(S(=O)(=O)c2nnn(-c3cccc(Cl)c3)c2N)cc1
i | i | -0.03 | CCOc1ccc(N(CC(=O)Nc2cc(C)cc(C)c2)S(C)(=O)=O)cc1
i | i | 0.63 | CC(C)(C)CC(=O)Nc1ccc(-c2cn3cccnc3n2)cc1
i | i | -1 | Cc1ccc(C)c(N2CCN(c3ccc4cc(S(=O)(=O)N5CCCCC5)ccc4n3)CC2)c1
i | i | 1.4 | O=C1CCCCN1CC(=O)N1CCCC(Nc2ccc(F)cc2)C1 (configuration not stated)
i | i | 1.5 | CCC(=O)C1CCCN(C(=O)c2ccc(OC3CCN(C(=O)CCOC)CC3)cc2)C1 (configuration not stated)
i | i | -0.38 | Cc1cc(C)nc(SCC(CSc2nc(C)cc(C)n2)C(=O)O)n1

Of the compounds above, 3 have two or more sulfur atoms.
CHT inh | KCNQ2 block | Kir21 inh | SMILES
i | i | 2 | Cc1c(NC(=O)Nc2ccc(Cl)c(Cl)c2)sc(=S)n1C
-5.4* | i | 1.1 | O=C(NN1C(=O)/C(=C/c2ccc(O)c([N+](=O)[O-])c2)SC1=S)c1ccccc1Cl
i | i | -0.38 | Cc1cc(C)nc(SCC(CSc2nc(C)cc(C)n2)C(=O)O)n1

Further records follow.
CHT inh | KCNQ2 block | Kir21 inh | SMILES
i | i | -0.78 | CC1CC(C)CN(C(=O)c2cc(-c3ccncc3)nc3ccccc23)C1 (configuration not stated)
i | i | -1.3 | Cn1nc(-c2ccc(N3CCOCC3)c(NS(=O)(=O)c3ccccc3)c2)c2ccccc2c1=O
i | i | -1.3 | CCOC(=O)C(CC)/C(C)=N/NC(=O)c1ccc([N+](=O)[O-])cc1 (configuration not stated)
i | i | -0.44 | C/C(=N\NC(=O)c1nn(C)cc1Br)c1cccc(NC(=O)C(C)(C)C)c1
i | i | -0.56 | CC(=O)Nc1ccc(S(=O)(=O)N(C)c2ccc(O)cc2)cc1
i | i | 1.4 | O=C(NCCc1ccccc1)c1ccc2[nH]c(=O)c(=O)[nH]c2c1
i | i | -0.21 | COc1ccc(CNc2cc([N+](=O)[O-])ccc2OC)cc1
i | i | 0 | O=C(OCC(=O)c1ccc(Cl)s1)c1ccc2ccccc2n1
i | i | -0.21 | O=C(CS(=O)(=O)c1c[nH]c2ccccc12)N1CCCCCC1
i | i | -0.52 | CCOC(=O)C1=C(COC(=O)/C=C/c2ccc(OCC)c(OC)c2)NC(=O)NC1C (configuration not stated)
i | i | -1.8 | CC(=C/c1ccccc1)/C=N/NC(=O)c1nnn(-c2nonc2N)c1CN1CCC(C)CC1
i | i | -1.1 | COc1ccc(NC2=NCCC(=O)N2Cc2cccs2)cc1
i | i | -2 | CN(CC(O)COc1c(F)cc(Br)cc1F)C1CCCCC1 (configuration not stated)
i | i | -0.38 | COc1ccccc1CNC(=O)COC(=O)c1ccc(NC(N)=O)cc1
i | i | 2.2 | CN1C(=S)SC(N2OC3C(=O)N(c4ccccc4)C(=O)C3C2c2ccc(Cl)cc2)C1(C)C (configuration not stated)
i | i | 3.7 | c1coc(C2Nc3ccccc3C3OCCC23)c1 (configuration not stated)
i | i | 0.61 | COc1ccc(/C=C/C(=O)OCc2csc(-c3ccccc3)n2)cc1OC
i | i | -1.5 | Cc1ccc(CNC(=O)c2cccc(S(C)(=O)=O)c2)cc1
i | i | -2.6 | Cc1ccc(C(C)NC(=O)c2cc(C)oc2C)cc1 (configuration not stated)
i | i | 1.1 | O=C(CN1C(=O)/C(=C/c2ccccc2)Sc2ccccc21)NCCCN1CCOCC1
-6.6* | i | 0.19 | CN1CCN(C(=O)CCCN2C(=O)/C(=C/c3ccccc3)SC2=S)CC1
i | i | 1.9 | COc1ccc(C2NC(Cc3ccccc3)(C(=O)O)C3C(=O)N(c4ccccc4OC)C(=O)C23)cc1 (configuration not stated)
i | i | -1.3 | CN(C)S(=O)(=O)N(CC(=O)NCCSCc1ccc(Cl)cc1)c1ccccc1
i | i | 0.33 | O=C(COC(=O)/C=C/c1ccc([N+](=O)[O-])cc1)NCc1ccc2c(c1)OCO2
i | i | -1.4 | COc1cc2c(cc1OC)/C(=C/c1ccc(Cl)cc1)C(=O)OC2
i | i | 0.05 | COc1ccc(CNC(=O)CSc2nnc(-c3ccc(NC(C)=O)cc3)n2C)cc1
i | i | 0.16 | O=C(c1ccc(Br)cc1)N(Cc1ccco1)C1CCS(=O)(=O)C1 (configuration not stated)
i | i | -0.9 | CC1Cc2ccccc2N1C(=S)NC(=O)c1cccc(Br)c1 (configuration not stated)
i | i | 0.23 | CCOC(=O)CCNC(=O)N1CCCC(N2CCN(c3ccc(OC)cc3)CC2)C1 (configuration not stated)
i | i | -0.06 | O=C(NCc1ccccn1)c1ccc(Cn2cc(C(F)(F)F)ccc2=O)cc1
i | i | 0.48 | Cc1ccc(-c2c(C(=O)N/N=C/c3cccnc3)nnn2-c2nonc2N)cc1
i | i | -0.84 | CCOc1ccc2c(C)c(Cl)c(=O)oc2c1

Entries shown so far with an aryl thioether with sulfur outside any ring (5):
CHT inh | KCNQ2 block | Kir21 inh | SMILES
i | i | -0.05 | COCCn1c(-c2ccc(OC)cc2)cnc1SCC(=O)Nc1cc(C)on1
i | i | 1.5 | Cn1c(CNC(=O)c2ccco2)nnc1SCC(=O)Nc1c(F)cc(F)cc1Br
i | i | -1.5 | CCOc1ccc(-n2c(SCc3cc(=O)oc4cc(C)ccc34)nnc2-c2cccnc2)cc1
i | i | -0.38 | Cc1cc(C)nc(SCC(CSc2nc(C)cc(C)n2)C(=O)O)n1
i | i | 0.05 | COc1ccc(CNC(=O)CSc2nnc(-c3ccc(NC(C)=O)cc3)n2C)cc1

More entries:
CHT inh | KCNQ2 block | Kir21 inh | SMILES
i | i | 0.22 | COc1ccc(NC(=O)c2ccco2)cc1NC(=O)c1ccccc1F
i | i | 0.07 | CCOC(=O)c1c(C)[nH]c(C(=O)OCC(=O)Nc2cccnc2Cl)c1C
i | i | 0.04 | COc1ccc(N2CSC3=C(C#N)C(c4cc(OC)c(OC)cc4OC)CC(=O)N3C2)c(OC)c1 (configuration not stated)
i | i | 0.62 | O=C(c1cccc(N2C(=O)C3C4C=CC(C4)C3C2=O)c1)N1CCN(c2ccccc2Cl)CC1 (configuration not stated)
i | i | 0.37 | COc1ccc(/C=N/NC(=O)CCCC(=O)NC2CCCCC2)cc1
i | i | 0.11 | CC(C)(C)S(=O)(=O)c1cnc(N2CCOCC2)nc1N
i | i | 2.3 | CC(=O)Oc1ccc(-c2cc3c(OC(C)=O)cc(OC(C)=O)cc3oc2=O)cc1
i | i | -1.7 | CCOc1ccc(CN2CCCC(CO)(Cc3ccc(F)cc3)C2)cc1 (configuration not stated)
i | i | 0.06 | Cc1nn(-c2ccccc2)c(C)c1/C=N/NC(=O)CSc1nnc(SCc2ccc(Cl)cc2)s1
i | i | 0.99 | COc1cc(NC(=O)CN(c2cc(C)cc(C)c2)S(=O)(=O)c2c(C)[nH]c(=O)[nH]c2=O)cc(OC)c1
i | i | 1.1 | O=C(c1ccco1)[C@@H]1[C@@H]2C(=O)N(c3ccc(F)cc3)C(=O)[C@@H]2C2c3ccccc3C=CN21 (some centres not stated)
i | i | -0.98 | CC(C)CN(C(=O)c1ccc([N+](=O)[O-])s1)c1c(N)n(Cc2ccccc2)c(=O)[nH]c1=O
i | i | -1.4 | CCCn1c(SCC(=O)OCC)nc(C(F)(F)F)cc1=O
· | i | -0.06 | O=C(CN(c1ccccc1Cl)S(=O)(=O)c1ccccc1)NCc1ccccc1
i | i | -0.35 | CC(=O)Nc1cccc(S(=O)(=O)N2CCCCCC2)c1
i | i | 0.06 | CC(C)(OC(=O)NC(=O)C(F)(F)F)C(C)(C)OC(=O)NC(=O)C(F)(F)F
i | i | 1.1 | CCn1nc(C)cc1C(=O)N(C)C1CCCN(Cc2ccccc2F)C1 (configuration not stated)
i | i | -0.18 | Cc1ccc(CN2C(=O)CCC2C(=O)NCCc2ccccc2)cc1 (configuration not stated)
i | i | -1.2 | O=C(CSc1nnc(C2COc3ccccc3O2)o1)Nc1ccc(F)cc1Cl (configuration not stated)
i | i | -0.04 | CCOC(=O)C1CCN(C(=O)CN(C)S(=O)(=O)c2cc(C)ccc2OC)CC1
i | i | -0.4 | Cn1nc(C(F)(F)F)cc1-c1ccc(S(N)(=O)=O)s1
i | i | -0.65 | O=C(COc1ncnc2ccccc12)Nc1ccc(S(=O)(=O)N2CCOCC2)cc1
-6.6* | i | 0.28 | Cc1cc2c(cc(C(=O)N3CCC(C(=O)NC4CCCC4)CC3)n2Cc2c(F)cccc2Cl)o1
i | i | 0.09 | CCCCSc1ccc(NC(=O)c2cccnc2)cc1
i | i | 0.32 | Cc1occc1C(=O)NC1CCCN(Cc2ccc(Cl)cc2)C1 (configuration not stated)
i | i | -1.2 | COc1ccc(C)cc1Nc1nc(-c2c[nH]c3ccccc23)cs1
i | i | 0.69 | OC[C@@H](O)[C@H](O)C(/C=N/Nc1ccccc1)=N\Nc1ccccc1
i | i | -1 | CCOC(=O)c1c(/N=C/c2cc(OC)cc([N+](=O)[O-])c2O)sc(C)c1C
i | i | -0.7 | CC(C)(C)NC(=O)Cn1nnc(-c2ccccc2NC(=O)c2cnccn2)n1
i | i | -0.32 | COc1ccc(CC2(CO)CCN(Cc3cccc4nccnc34)CC2)cc1
i | i | -0.07 | Cc1ccc(CNC(=O)CSCc2ccccc2)cc1
i | i | 1.3 | CC1(C(=O)NCc2cccnc2)CCC(=O)N1Cc1cccs1 (configuration not stated)
i | i | -1.1 | O=[N+]([O-])c1ccc(Oc2cccc(F)c2)c2ccncc12
i | i | -1.4 | COc1cc(/C=C(\C#N)C(=O)Nc2cccc(C(=O)O)c2)ccc1OCc1ccc(C)cc1
i | i | 0.92 | COc1ccc(OC)c(NC(=O)Cc2coc3cc(C)cc(C)c23)c1
i | i | 0.81 | Fc1ccc(N2CCN(Cc3ccccn3)CC2)cc1
i | i | 0.38 | COCc1cc(C)nc2sc(C(=O)Nc3ccccc3C)c(N)c12
i | i | 0.93 | Cc1nc(Nc2ccccc2F)c2oc3ccccc3c2n1
i | i | 1.8 | O=c1c(Cl)c(Nc2cccc(Cl)c2)cnn1-c1nc2ccccc2s1
i | i | -1.8 | Cc1[nH]c2ccc(Br)cc2c(=O)c1CN1CCOCC1
i | i | -1.1 | Cc1ccc(-c2n[nH]c(=S)n2/N=C/c2c(C)nn(-c3ccccc3)c2C)cc1
i | i | 0.91 | O=C(O)Cn1nnnc1-c1ccc(F)cc1
i | i | 1.7 | CCOc1ccc(C(=O)N[C@H](C(=O)Nc2ccccc2OC)C(C)C)cc1
i | i | 0.82 | Cc1ncsc1CCOC(=O)c1ccccc1
i | i | 1.1 | NC(=O)Cn1c(=O)n(CCc2ccccc2)c(=O)c2c3c(sc21)CCCC3
i | i | 0.01 | O=CN1CCN(C(=O)c2ccc3c(c2)OCO3)CC1
i | i | -1.1 | O=C(O)C1CCCCN1S(=O)(=O)c1ccccc1 (configuration not stated)
i | i | 1 | N#Cc1ccc2ccn(CC(=O)N3CCCc4ccccc43)c2c1
i | i | 1.3 | CCCS(=O)(=O)Nc1c(C(=O)OC)[nH]c2ccccc12
i | i | 0.41 | COc1cccc(CNC(=O)CCCn2nc(C)c3c(C)n(-c4ccccc4)nc3c2=O)c1
i | i | -0.32 | Cc1cccc(NC(=S)NC(=O)CCc2ccccc2)c1
i | i | -5.3* | N=c1c2c(-c3ccccc3)c(-c3ccccc3)n(Cc3ccco3)c2ncn1CCN1CCOCC1
i | i | 2.9 | COc1ccnc(Oc2ccc(F)cc2)c1C(=O)N/C=N/OCc1cccc(F)c1
i | i | 1.5 | COc1ccccc1/C=C/C(=O)NNC(=O)c1cc(C)oc1C
i | i | 1 | O=C(O)COc1ccc(-c2nnn(Cc3ccccc3F)n2)cc1
